FLuc act counter: FLuc activators, initial screening, artefact control for FLuc-dependent activation tests, biochemical, ATPlite luminescence; ATPlite luciferase biochemical, 10 min; 0 = ATP-free wells, 1 = DMSO control; AID 1027, 2008; 200,000 tested, under 10 active; activation factor at 10 µM;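 active means luciferase activation factor, scaled between plate controls, of at least 2 with compound at 10 µM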
Target sequence (P08659 whole entry, looked up): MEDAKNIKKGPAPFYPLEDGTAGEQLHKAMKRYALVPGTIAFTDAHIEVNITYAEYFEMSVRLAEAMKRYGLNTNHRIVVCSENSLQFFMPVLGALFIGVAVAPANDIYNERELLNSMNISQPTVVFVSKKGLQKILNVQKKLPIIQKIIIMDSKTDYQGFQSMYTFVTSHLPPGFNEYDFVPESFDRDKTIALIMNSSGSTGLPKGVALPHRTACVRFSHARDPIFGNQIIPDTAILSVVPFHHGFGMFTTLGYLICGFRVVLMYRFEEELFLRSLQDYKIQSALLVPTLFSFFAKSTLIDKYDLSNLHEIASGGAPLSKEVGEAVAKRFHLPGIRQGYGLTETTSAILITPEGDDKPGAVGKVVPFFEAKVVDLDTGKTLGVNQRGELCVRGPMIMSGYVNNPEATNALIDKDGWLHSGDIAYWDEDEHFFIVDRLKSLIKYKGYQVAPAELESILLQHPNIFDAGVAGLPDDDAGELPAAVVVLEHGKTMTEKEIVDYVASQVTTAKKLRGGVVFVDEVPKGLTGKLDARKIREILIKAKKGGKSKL
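System: Luciferase/luciferin detection reagent, cell-free biochemical luciferase assay | Medium: PBS buffer for ATP | Dosing: Test compounds dosed from 2 mM stocks in 100% DMSO | Timing: 10 min at ambient temperature | Signal: Luminescence measurement of luciferase light output | Evaluation: Luciferase activation, seen as luminescence increase over controls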
HMGR II inh: inhibitors of E. faecalis class II HMGR, primary screen, biochemical, Enterococcus faecalis; HMG-CoA reductase (Enterococcus faecalis, mvaE); purified E. faecalis HMGR, NADPH absorbance 340 nm kinetic; inhibition, % at 10 µM; hit rate 0.41% among 190,000; AID 1066, 2008;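 active means inhibition above a set limit, the median over all tested compounds plus 3 SD, cut at about 9.5% in these data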;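 further: enzyme runs in reverse so mevalonate oxidation gives rising NADPH absorbance; 0% = complete reaction with DMSO and 100% = background rate lacking mevalonate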
G6PDH CS: L. mesenteroides G6PDH inhibitors, counter-screen for G6PDH-coupled screening assays, biochemical, Leuconostoc mesenteroides enzyme. glucose-6-phosphate dehydrogenase [Leuconostoc mesenteroides]. Purified L. mesenteroides G6PDH, diaphorase/resazurin coupled fluorescence, 45 min. inhibition, % at 5 µM. hit rate 0.12% among 200,000; in the data active means inhibition above about 50%
STAT1 activator: STAT1 signaling activators, primary screen, cell-based, HTS, luciferase reporter. activation (% of control), % at 5.5 µM. hit rate 2.6% among 200,000. NIH 3T3 STAT1-luciferase reporter, IFN-gamma, luminescence; 100% = IFN-gamma alone, no compound. AID 932, 2007;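 active means activation above the screen-wide mean activation plus 3 SD, cut at about 130% in these data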;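 further: raw ratio to IFN-gamma control signal so 100% means no change and 0% no light; values of inactives mirror those of a sister screen read the other way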
APP 5UTR inh: inhibitors of APP translation via 5'UTR reporter, primary screen, APP 5'UTR luciferase, SH-SY5Y cells; AID 1285, 2008; inhibition, % at 2 µM; hit rate 0.82% among 190,000; SH-SY5Y APP 5'UTR-luciferase reporter, luminescence;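 active means inhibition above a set limit, derived from the sample mean plus 3 SD, cut at about 45% in these data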; further: values of inactives mirror those of a sister screen read the other way
FLuc inh counter: firefly luciferase enzyme inhibitors, primary screen, artefact control for luciferase-based inhibitor screens, biochemical, luminescence, ATPLite; Luciferin 4-monooxygenase (Photinus pyralis), P08659; 10 min; inhibition, % at 10 µM; hit rate 1.5% among 200,000; AID 1006, 2008;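 active means inhibition above about 50% when tested at 10 µM, limit read from the data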
DTT redox prof: compounds producing H2O2 with reducing agent – biochemical, NIH compound library profiling, artefact control for MLSCN library redox annotation, primary screen; DTT-dependent redox cycling H2O2, phenol red/HRP absorbance; 100% = 100 µM peroxide control, 0% = buffer; AID 878, 2007; hit rate 0.03% among 200,000; activation, % at 10 µM;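 active means activation of at least 50% relative to the plate's high and low controls in the primary single-dose screen; inactive means activation below 50%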;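 further: compound incubated with DTT at 0.8 mM final as the reducing agent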
Hsp70 act: Hsp70 transcriptional activators, primary screen, cell-based, HeLa, Hsp70 promoter luciferase, luminescence, 10 µM; HeLa Hsp70 promoter luciferase reporter; scaled: vehicle 0, proteasome-inhibitor control 100%; activation, % at 10 µM; hit rate 0.04% among 200,000;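 active means activation above the mean across all tested compounds plus 3 SD, cutoff set per campaign, cut at about 5.5% in these data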;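 further: 100% = MG132 at 30 µM as the positive control and 0% = DMSO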
NF-kB expr up: activators of NF-kB expression in neurons, primary screen, cell-based, HTS. human neuronal cells, NF-kB reporter expression; stronger effect = higher value. fold change at 12.5 µM. hit rate 1.6% among 190,000; in the data active means fold change above about 3.3
APP 5'UTR act: activators of APP 5'UTR luciferase reporter, primary screen, SH-SY5Y cells; SH-SY5Y APP 5'UTR luciferase reporter, luminescence; zero percent = DMSO vehicle wells; activation, % at 2 µM; hit rate 1% among 190,000;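 active means activation above a set limit, based on mean plus 3 SD of controls, cut at about 140% in these data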; further: values of inactives mirror those of a sister screen read the other way
Starred values were filed as active, the others as inactive; . = no result given.

canonical_smiles | FLuc act counter | HMGR II inh | G6PDH CS | STAT1 activator | APP 5UTR inh | FLuc inh counter | DTT redox prof | Hsp70 act | NF-kB expr up | APP 5'UTR act
Cc1ccc(NC(=O)/C=C/c2cccc(C(F)(F)F)c2)cc1 | 1 | 0 | -31 | 117 | -9 | -4 | 0.5 | -0.3 | 1.3 | 9
O=C(CSc1nc2c(c(=O)n1-c1ccc(Br)cc1)SCC2)NCC1CCCO1 (centres undefined) | 1.1 | 5 | 0 | 93 | -7 | -5 | 0.3 | -0.3 | 1.1 | 7
O=C(NN1C(=O)c2ccccc2C1=O)C1C2CCCCC21 (centres undefined) | 1 | -3 | 0 | 104 | 9 | -3 | -0.3 | -0.3 | 0.97 | -9
CC(NO)/C(=N\O)c1cccs1 (centres undefined) | 1 | -4 | 17 | 100 | . | -3 | 0.1 | -0.2 | 0.92 | .
Cc1cc(-c2ccccc2)nc(N(C)N)c1S(C)(=O)=O | 1 | 11* | -1 | 98 | -46 | -5 | -1.4 | -0.4 | 1.2 | 46
CCc1ccc(/C([O-])=C(/C(=S)NCCN2CCOCC2)[n+]2ccccc2)cc1 | 1 | -1 | 6 | 90 | -10 | -4 | -1.4 | 0.1 | 1 | 10
COc1ccc(CN(Cc2ccccn2)S(=O)(=O)c2ccc(-n3cnnn3)cc2)cc1 | 1.1 | -7 | -1 | 103 | -12 | -9 | 2.4 | -0.3 | 0.88 | 12
Cc1cc2c(ncn2C(C)C)c(NS(=O)(=O)c2ccc(F)cc2)c1C | 1 | -2 | 0 | 96 | -10 | 0 | -0.6 | -0.2 | 1 | 10
CCOc1ccc(N2CC(C(=O)Nc3ccc(S(=O)(=O)Nc4ncccn4)cc3)CC2=O)cc1 (centres undefined) | 1.1 | -4 | 5 | 104 | -1 | -6 | -0.1 | -0.3 | 1.2 | 1
Cc1ccc(CCNC(=O)C2CCN(C(=O)c3sccc3-n3cccc3)CC2)cc1 | 1.1 | -6 | 2 | 97 | 2 | -5 | 2.0 | -0.2 | 0.93 | -2
CO[C@H]1C=CO[C@@]2(C)Oc3c(C)c(O)c4c(O)c(c5c(nc6cc(C)ccn65)c4c3C2=O)NC(=O)C(C)=CC=C[C@H](C)[C@H](O)[C@@H](C)[C@@H](O)[C@@H](C)[C@H](OC(C)=O)[C@@H]1C | 1 | -2 | 7 | . | . | 1 | . | 0.2 | . | .
Cc1ccccc1-c1noc(-c2ccccc2F)n1 | 0.6 | -2 | -8 | 139* | -111 | 36 | 0.5 | 0.2 | 6.8* | 111
O=C1c2cccnc2C(O)N1Cc1ccco1 (centres undefined) | 1.1 | -4 | -10 | 96 | 5 | -7 | -3.0 | -0.2 | 1.1 | -5
Cc1cc(NCCN2CCOCC2)n2nc(C)c(-c3ccccc3)c2n1 | 1 | 0 | 0 | 92 | -9 | -4 | -0.7 | -0.4 | 1.4 | 9
O=S(=O)(NC(=S)NC1CCCCC1)c1ccccc1 | 1 | -2 | -7 | 96 | -16 | 0 | -2.1 | -0.4 | 1.1 | 15
COCC(COCCCNC(=O)Nc1ccc(Br)cc1)OC (centres undefined) | 1 | 0 | 21 | 97 | 5 | -1 | -0.4 | -0.1 | 1 | -5
COc1ccc(OC)c2[nH]c(=O)c(CCNS(=O)(=O)c3ccccc3)cc12 | 1 | -3 | 10 | 102 | -4 | -4 | 0.8 | -0.3 | 0.98 | 4
CCOc1ccc(CN2CCN(C/C=C/c3ccc(OC)cc3)CC2CCO)cc1 (centres undefined) | 1.1 | 0 | 12 | 106 | 13 | -7 | -0.3 | -0.3 | 0.81 | -13
Cc1ccccc1C(=O)N1CCN=C1SCc1ccc([N+](=O)[O-])cc1 | 1 | -3 | 14 | 93 | -2 | -5 | 0.7 | 0.0 | 0.77 | 2
CCC(C)NC(=O)COc1ccc(OCc2ccccc2)cc1 (centres undefined) | 1 | -1 | 4 | 97 | -24 | 2 | 0.1 | -0.1 | 1.1 | 24
Cc1ccc(C2C=C(c3ccccc3OC(F)F)Nc3ncnn32)cc1 (centres undefined) | 1 | -2 | -14 | 98 | 14 | -4 | -1.0 | -0.3 | 1.1 | -14
Cc1ccc(N2C(=O)CC(n3nc(C)cc3C)C2=O)cc1 (centres undefined) | 1.1 | -7 | -3 | 100 | -10 | -6 | 0.0 | 0.0 | 1 | 9
CC(C)N(CCNC(=O)C1CCN(S(=O)(=O)N2CCOCC2)CC1)Cc1ccccc1 | 1.1 | -2 | 9 | 104 | 5 | -9 | -5.1 | -0.2 | 0.77 | -5
O=C(Nc1cccc(C(F)(F)F)c1)n1cc(-c2ccccn2)c(N2CCOCC2)n1 | 1 | -3 | 4 | 101 | 2 | -3 | -0.3 | -0.2 | 1 | -2
CC[C@@H](C(=O)n1nc(C)cc1C)[C@H](NS(=O)(=O)c1ccc(C)cc1)c1ccccc1 | 1 | 1 | 2 | 88 | 7 | -4 | -0.1 | -0.4 | 0.98 | -7

(cont.)
canonical_smiles | FLuc act counter | HMGR II inh | G6PDH CS | STAT1 activator | APP 5UTR inh | FLuc inh counter | DTT redox prof | Hsp70 act | NF-kB expr up | APP 5'UTR act
CC(=O)Cn1ncc(N2CCCCC2)c(Cl)c1=O | 1 | -2 | 5 | 112 | -1 | 4 | -1.3 | 1.1 | 1.3 | 1
CCC(C)(C)C(=O)Nc1ccc(OC)cc1[N+](=O)[O-] | 1.1 | -3 | 4 | 96 | 14 | -7 | 4.0 | 0.1 | 1.2 | -14
O=C(COc1ccccc1)NCC(=O)N/N=C/C=C/c1ccccc1 | 1.1 | 0 | -16 | 97 | 12 | -6 | 0.0 | -0.6 | 0.86 | -12
CCOCCCNC(=S)Nc1ccc(S(N)(=O)=O)cc1 | 1 | -1 | 0 | 97 | 4 | 1 | -0.1 | -0.4 | 1.2 | -4
O=C(CCC(=O)NNC(=O)Nc1cccc(Cl)c1)NCc1ccccc1 | 1 | -7 | 10 | 106 | -14 | -4 | -1.5 | 0.0 | 1.2 | 14
CCCCNC(=O)c1cc(-c2ccc(OC)cc2)on1 | 0.9 | -7 | 11 | 120 | -35 | 15 | 0.1 | 0.1 | 3.6* | 35
CC(=O)NCCCc1nc2ccccc2n1Cc1cc(C)ccc1C | 1 | -4 | 2 | 100 | -20 | 0 | 0.7 | -0.2 | 1.1 | 20
COc1ccc2c(c1)CCc1c(C(=O)N(C)c3ccccc3)noc1-2 | 0.9 | -6 | 10 | 129* | -72 | 7 | -0.4 | 0.8 | 2.1 | 72
COc1ccc(N/C(=C(/C(Cl)=C(Cl)Cl)[N+](=O)[O-])n2nnc3ccccc32)cc1OC | 1 | -1 | 35 | 94 | 5 | 1 | 0.2 | -0.5 | 0.73 | -5
O=C(Nc1ccccc1C(F)(F)F)c1cc2ncc(CCCl)cn2n1 | 1 | -2 | -3 | 96 | 4 | 1 | -0.2 | -0.2 | 1.5 | -4
COC(=O)c1c(NC(=O)c2ccc(C)o2)sc2c1CCCCC2 | 0.9 | -6 | 0 | 124 | -16 | 13 | 1.5 | 0.4 | 1.1 | 16
CCN(CC)S(=O)(=O)c1ccc2[nH]cc(C(=O)NCCC3=CCCCC3)c(=O)c2c1 | 1 | 0 | 14 | 96 | 5 | 0 | 0.0 | -0.6 | 0.63 | -5
COc1ccc(OCC(=O)OCCN(C)C)cc1 | 1 | 5 | 9 | 95 | -6 | -1 | 1.2 | -0.2 | 1.4 | 6
CCOC(=O)c1ccc(Cl)c(NC(=O)c2ccc(-c3ccccc3)cc2)c1 | 1 | 1 | 2 | 114 | -14 | -4 | -5.4 | 0.0 | 1.2 | 14
COc1cccc(-c2nc(CS(=O)(=O)CC(=O)NCc3ccc(Cl)cc3)c(C)o2)c1 | 1.1 | 0 | -25 | 96 | -10 | -6 | 0.1 | -0.3 | 1.2 | 10
Cc1ccc(S(=O)(=O)O)c(C)c1N1CCCC1=O | 1 | -8 | 20 | 104 | -15 | -1 | 2.0 | -0.2 | 1.2 | 15
COc1ccc(-c2cc(C(=O)NCc3cccnc3)no2)cc1OC | 1 | 1 | -4 | 91 | -4 | -5 | 1.0 | -0.3 | 1.5 | 4
O=C1CCCN1CC(CN1CCOCC1)Sc1nnnn1-c1ccccc1 (centres undefined) | 1.1 | -2 | 2 | 104 | -5 | -8 | -0.2 | -0.4 | 1.1 | 5
COCCn1c(COc2cccc(OC)c2)nnc1SCC(=O)N1CCOCC1 | 1 | -3 | 5 | 101 | -9 | -4 | 0.1 | -0.2 | 1 | 9
O=C(c1nsnc1-c1ccccc1O)N1CCCCC1 | 1.1 | 0 | -22 | 103 | -4 | -9 | 0.6 | -0.1 | 1.1 | 4
Oc1[nH]c2ccccc2c1/C=N/N1CCCCC1 | 1 | 0 | 0 | 107 | 3 | -3 | -3.8 | 0.1 | 0.86 | -3
CCOc1ccc(NC(=O)CN2C(=O)CSC2=O)cc1 | 0.7 | 0 | 7 | 118 | 12 | 29 | -0.8 | -0.3 | 1 | -12
CN(C(=O)c1cccnc1)c1nnc(-c2ccccn2)s1 | 0.9 | 4 | 0 | 136* | -26 | 10 | 1.5 | 0.6 | 1.7 | 26
O=C(c1ccc2c(c1)N(Cc1cccc(Cl)c1)C(=O)c1ccccc1S2(=O)=O)N1CCN(c2ccccn2)CC1 | 1.1 | -4 | -7 | 96 | -21 | -5 | 0.1 | -0.1 | 1.2 | 21
CCOC(=O)COc1ccc(/C=C/[N+](=O)[O-])c(OCC(=O)OCC)c1 | 1.1 | -2 | 3 | 106 | 1 | -9 | -4.7 | -0.4 | 1.4 | -1

Only APP 5UTR inh, Hsp70 act and FLuc act counter, for 2 of the compounds above:
Compound | APP 5UTR inh | Hsp70 act | FLuc act counter
CCOc1ccc(CN2CCN(C/C=C/c3ccc(OC)cc3)CC2CCO)cc1 (centres undefined) | 13 | -0.3 | 1.1
Cc1ccccc1C(=O)N1CCN=C1SCc1ccc([N+](=O)[O-])cc1 | -2 | 0.0 | 1

(cont.)
canonical_smiles | FLuc act counter | HMGR II inh | G6PDH CS | STAT1 activator | APP 5UTR inh | FLuc inh counter | DTT redox prof | Hsp70 act | NF-kB expr up | APP 5'UTR act
Cc1c(N=C(N)/N=C(\N)Nc2ccc(Br)cc2)c(=O)n(-c2ccccc2)n1C | 0.9 | -1 | 7 | 106 | 4 | 8 | -0.3 | 0.0 | 1.3 | -4
COc1ccccc1OCc1ccc(C(=O)N/N=C/c2ccco2)cc1 | 1 | -6 | -1 | 90 | -12 | -3 | -0.1 | -0.5 | 1 | 12
Cc1ccc(-c2noc(CN3CCOCC3)n2)cc1 | 1 | 0 | 5 | 117 | -36 | 4 | -0.5 | -0.1 | 1.8 | 36
COc1ccccc1NC(=S)NNC(=S)Nc1ccc(OC(F)F)cc1 | 1 | 2 | -6 | 109 | 7 | 0 | 0.6 | 0.1 | 1.3 | -7
O=[N+]([O-])c1cccc(/C=N/Nc2nccnc2Cl)c1 | 0.8 | 2 | 7 | 125 | -69 | 24 | 2.5 | 0.4 | 0.79 | 69

Compound activity as filed in PubChem BioAssay.
